# FLuc modulator = qHTS profiling assay for firefly luciferase inhibitor/activator using purifed enzyme and Km concentrations of substrates (counterscreen for miR-21 project); purified FLuc, Km substrates, luminescence inhibition; Potency, µM (top dose mostly 57.5 µM), for inactives: at the top dose activity change, negative = inhibition, actives largely listed as inhibitors; AID 588342, 2011; 360,000 tested, 6.9% active; Luciferin 4-monooxygenase (Photinus pyralis), P08659;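 further: potency means the concentration at half of the fitted maximal effect; plate controls were vehicle for no effect and reference inhibitor for full effect; nearly all actives have a fitted effect of over 55% in size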
# Target sequence (P08659 whole entry, looked up): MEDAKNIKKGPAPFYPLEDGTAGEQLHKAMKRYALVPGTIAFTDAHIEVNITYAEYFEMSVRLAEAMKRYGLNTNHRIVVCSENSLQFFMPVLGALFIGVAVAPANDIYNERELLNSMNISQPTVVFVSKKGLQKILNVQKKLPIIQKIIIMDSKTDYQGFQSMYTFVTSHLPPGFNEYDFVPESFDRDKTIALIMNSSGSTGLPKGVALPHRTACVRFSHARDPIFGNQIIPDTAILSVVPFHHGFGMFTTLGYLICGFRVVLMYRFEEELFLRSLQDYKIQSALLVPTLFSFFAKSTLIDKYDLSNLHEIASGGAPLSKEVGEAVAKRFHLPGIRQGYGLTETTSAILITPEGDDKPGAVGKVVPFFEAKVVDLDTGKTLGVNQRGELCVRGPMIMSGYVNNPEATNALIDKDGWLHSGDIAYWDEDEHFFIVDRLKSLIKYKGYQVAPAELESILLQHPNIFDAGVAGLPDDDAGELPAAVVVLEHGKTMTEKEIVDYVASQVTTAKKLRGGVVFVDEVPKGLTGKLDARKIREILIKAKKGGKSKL
#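 Purified P. pyralis luciferase (10nM final) with 10uM D-luciferin and 10uM ATP (Km levels) in 50mM Tris acetate pH 7.5, 10mM Mg acetate, 0.01% Tween-20, 0.05% BSA; qHTS 6-point titration, ~60 µM downward; luminescence read.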
# ELG1 repair inh = qHTS screen for small molecules that inhibit ELG1-dependent DNA repair in human embryonic kidney (HEK293T) cells expressing luciferase-tagged ELG1. Potency, µM (series often up to 46.1 µM), inactives show top-dose activity change, negative = inhibition, most hits filed as inhibitors. 330,000 tested, 2.3% active. HEK293T ELG1-luciferase reporter, luminescence, 16 h; DNA damage induced by 5-fluorouridine; further: potency means the concentration at half of the fitted maximal effect; on the % scale 0 is the no-effect control and ±100 the full control effect; nearly all actives have a fitted effect of over 55% in size
#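 Overnight (16 hr) co-exposure of 2,000 cells/well to 5-fluorouridine and compound at 37 °C preceded detection. Luciferase was quantified via ONE-Glo luminescence; loss of signal denotes inhibition.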
# RORgamma inh = qHTS for inhibitors of ROR gamma transcriptional activity; Nuclear receptor ROR-gamma (Mus musculus), P51450; Drosophila S2 Gal4-RORgamma UAS-luciferase reporter, 20 h; Potency, µM (top dose mostly 53.6 µM), inactives show at the highest dose activity change, negative = inhibition, most hits filed as inhibitors; 310,000 tested, 5.4% active; AID 2551, 2010; further: potency means the concentration at half of the fitted maximal effect; on the % scale 0 is the no-effect control and ±100 the full control effect; nearly all actives have a fitted effect of over 60% in size
# Target sequence (P51450 whole entry, looked up, the tested form may be a part): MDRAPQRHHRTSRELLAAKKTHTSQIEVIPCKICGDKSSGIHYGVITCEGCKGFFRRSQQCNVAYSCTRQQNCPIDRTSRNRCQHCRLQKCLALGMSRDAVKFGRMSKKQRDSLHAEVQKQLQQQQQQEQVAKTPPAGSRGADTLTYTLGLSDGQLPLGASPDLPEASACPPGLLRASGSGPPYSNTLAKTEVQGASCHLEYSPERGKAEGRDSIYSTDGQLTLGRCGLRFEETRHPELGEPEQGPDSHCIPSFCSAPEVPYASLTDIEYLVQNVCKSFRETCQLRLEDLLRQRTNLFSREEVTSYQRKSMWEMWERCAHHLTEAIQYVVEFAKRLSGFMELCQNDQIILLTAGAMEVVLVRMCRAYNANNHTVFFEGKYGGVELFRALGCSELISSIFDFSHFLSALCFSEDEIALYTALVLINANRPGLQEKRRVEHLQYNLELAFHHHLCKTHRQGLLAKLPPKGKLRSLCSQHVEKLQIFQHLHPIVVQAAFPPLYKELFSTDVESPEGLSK
#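 A Gal4/UAS one-hybrid system in insect cells: metallothionein-promoter Gal4–ROR gamma fusion plus Photinus luciferase reporter. Copper sulfate 700 uM final, 20 hr ambient incubation, luminescent detection after 10 min with reagent.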
# NPC1 promoter act = qHTS Assay for NPC1 Promoter Activators; 320,000 tested, 2.4% active; Huh7 NPC1 promoter luciferase reporter, 24 h; AID 485313, 2010; Potency, µM (series often up to 9.22 µM), inactives show at the highest dose activation, usual class: activators;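 further: potency means the concentration at half of the fitted maximal effect; % of control where 0% means no effect; nearly all actives have a fitted effect of over 60% in size; reporter is driven by a mutant NPC1 promoter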
#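 NPC1 promoter–luciferase Huh7 cells; 24 h compound; luminescence.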
# Rab9 promoter act = qHTS Assay for Rab9 Promoter Activators. 320,000 tested, 2.8% active. Huh7 Rab9 promoter-luciferase reporter, luminescence, 24 h. AID 485297, 2010. Potency, µM (top dose mostly 9.22 µM), inactives show at the highest dose activation, negative = inhibition, usual class: activators; further: potency means the concentration at half of the fitted maximal effect; % of control where 0% means no effect; nearly all actives have a fitted effect of over 60% in size
#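 Luminescence from Amplite-detected luciferase (10 minutes, ambient) reports Rab9 promoter activation. Before that, stable Rab9-luciferase Huh7 cells (1500/well, reduced-serum OP-MEM I plus 10% FBS) were exposed to compound for 24 hours at 37C.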
# KCNH2 3.1 block = qHTS for Inhibitors of KCHN2 3.1: Mutant qHTS; Potassium voltage-gated channel subfamily H member 2, brain isoform KCNH2 3.1 (human); activity change, % (tested at about 1.8 µM); U2OS KCNH2 3.1, thallium flux FluxOr; active compounds read low; 340,000 tested, 0.95% active;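 active means maximum activity change below -70%; inconclusive means maximum activity change from -70% to -50%; inactive means maximum activity change above -50%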;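 further: thallium influx rate constant from kinetic fluorescence after stimulation buffer; on the % scale 0 is the no-effect control and ±100 the full control effect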
#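 Thallium flux via FluxOr fluorescence (Red40 quencher, 45 min loading) in U2OS cells virally expressing the KCNH2 3.1 isoform (1.77 x 10^8 /mL virus, overnight at 37 C). Rate constants from 2-min kinetic reads post-stimulation, normalised to positive and negative controls.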
# VP16 counter = VP16 counterscreen qHTS for inhibitors of ROR gamma transcriptional activity. Drosophila S2 Gal4-VP16 UAS-luciferase, luminescence, 20 h. Potency, µM (series often up to 53.6 µM), for inactives: at the top dose activity, negative = inhibition, actives largely listed as inhibitors. 310,000 tested, 3.5% active. AID 2546, 2010;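 further: Gal4-VP16 expression switched on by copper sulfate through the metallothionein promoter; potency means the concentration at half of the fitted maximal effect; on the % scale 0 is the no-effect control and ±100 the full control effect; nearly all actives have a fitted effect of over 50% in size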
# Mito fusion act = qHTS Assay for Small Molecule Inhibitors of Mitochondrial Division or Activators of Mitochondrial Fusion. 320,000 tested, 0.23% active. AID 485298, 2010. Potency, µM (series often up to 46.1 µM), without a hit: at the top dose growth rescue (activation), actives largely listed as activators. S. cerevisiae fusion-defective mutant growth rescue, CellTiterGlo 48 h;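 further: potency means the concentration at half of the fitted maximal effect; % of control where 0% means no effect; nearly all actives have a fitted effect of over 45% in size; temperature-sensitive fusion mutants such as fzo1-1 at 37 °C on non-fermentable ethanol glycerol medium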
#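 S. cerevisiae fusion-defective temperature-sensitive mutants (e.g. fzo1-1, mgm1-5) grown 48 h at 37C in YPEG (ethanol/glycerol non-fermentable) medium with 23 nl compound per well; growth rescue read as CellTiterGlo luminescence.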
# Menin-MLL TR inh = qHTS Assay for Inhibitors Targeting the Menin-MLL Interaction in MLL Related Leukemias: Competition With Texas Red Labeled MLL-derived Mutant Peptide | O00255 | Menin + Texas Red MLL mutant peptide, fluorescence polarization | Potency, µM (series often up to 61.6 µM), inactives show at the highest dose FP activity change, negative = inhibition, hits mostly inhibitors | 270,000 tested, 0.23% active; active means well fitted inhibition curve with a large enough effect in the polarisation, with a control signal flat, not every such curve was filed as active; inconclusive means small, poorly fitted or top-dose-only effect, or effect the other way, or a change in a side signal; inactive means no such curve, though single readings can be large or run the other way; the % refers to the polarisation; further: potency means the concentration at half of the fitted maximal effect; % of control where 0% means no effect; many of its hits are not listed in these tables
# MBNL1-CUG inh = qHTS Assay for Inhibitors of MBNL1-poly(CUG) RNA binding | Muscleblind-like protein 1 (Homo sapiens), Q9NR56 | 280,000 tested, 0.036% active | TR-FRET MBNL1-His/biotin-(CUG)12 binding, 665/545 ratio | Potency, µM (highest dose often 57.5 µM), without a hit: top-dose activity change, negative = inhibition, hits mostly inhibitors; active means well fitted inhibition curve with a large enough effect in the signal ratio, with a control signal flat, not every such curve was filed as active; inconclusive means small, poorly fitted or top-dose-only effect, or effect the other way, or a change in a side signal; inactive means no such curve, though single readings can be large or run the other way; the % refers to the signal ratio; further: potency means the concentration at half of the fitted maximal effect; on the % scale 0 is the no-effect control and ±100 the full control effect
#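 His-tagged MBNL1 binding to biotinylated (CUG)12 RNA was measured by TR-FRET using terbium anti-His antibody (0.055 ng/ul final) and streptavidin-XL665 (5 nM final). Compounds were titrated 92 nM to 58 uM; 60 min at room temperature.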
# PKM2 activator = qHTS Assay for Activators of Human Muscle isoform 2 Pyruvate Kinase. AID 1631, 2009. 260,000 tested, 0.34% active. Pyruvate kinase PKM (Homo sapiens), P14618. purified PKM2, Kinase-Glo ATP luminescence, activation; response scale: 0% is enzyme alone, no compound. Potency, µM (highest dose often 57.5 µM), for inactives: at the highest dose activation, most hits filed as activators; further: potency means the concentration at half of the fitted maximal effect; on the % scale 0 is the no-effect control and ±100 the full control effect; nearly all actives have a fitted effect of over 55% in size
#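 hPK-M2, >95% pure; 0.1 mM ADP / 0.5 mM PEP final; imidazole pH7.2 buffer w/ 7 mM MgCl2, 50 mM KCl; 1 h RT; Kinase-Glo lum. Intermediate enzyme activity for dual inhibitor/activator qHTS.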
# Active calls of the source: *; ? = inconclusive; nt = not tested or not shown; & = joins results of further samples; [ ] = remark or other dose. Unless noted, the call rests on the fitted dose curve; in most records, active means well fitted curve in the direction sought with a large enough effect; inconclusive means small, poorly fitted or top-dose-only effect, or another doubt; inactive means no such curve, though single readings can be large; an effect the other way counts as inactive or inconclusive. This is a subset; rates above refer to the full screens.
mol	FLuc modulator	ELG1 repair inh	RORgamma inh	NPC1 promoter act	Rab9 promoter act	KCNH2 3.1 block	VP16 counter	Mito fusion act	Menin-MLL TR inh	MBNL1-CUG inh	PKM2 activator
CCc1ccccc1NC(=O)Nc1cccs1	-10%	-23%	?	-7%	0%	7	?	-6%	?	-2%	5%
COc1ccc(CCNC(=O)COc2ccc(-c3ccc(C)cc3)cc2)cc1OC	?	-6%	1%	1%	7%	15	-9%	-3%	-6%	7%	-33%
CCOc1cccc(C(=O)Nc2cccc(NC(=O)c3ccco3)c2)c1	?	?	?	0%	-6%	3	2%[10 µM]	13%	19%	1%	-3%
COc1ccc(Cc2nc3ccccc3n2CC(=O)N/N=C/c2ccc(O)cc2)cc1OC	2%	0%	11%	-5%	5%	5	-5%	-4%	-4%	?	1%
Cc1ccnc(N2C(=O)c3ccccc3C2Nc2ccc3c(c2)OCCO3)c1 (centres undefined)	?	?	37%	2%	5%	-2	16%	6%	0%[11.7 µM]	9%	-3%
O=C(C1CCCN(Cc2ccccc2F)C1)N1CCCC1 (centres undefined)	5%	-3%	35%[1.91 µM]	3%	1%	-23	-3%	-1%	9%	-6%	-1%
Cc1ccc(C(C)C)cc1OCC(=O)NC1CCCCCCC1	-5%	10%	nt	0%	-10%	-15	nt	?	nt	nt	nt
CC(=O)Nc1cc(NC(C)=O)cc(C(=O)OCC(=O)c2ccc3c(c2)NC(=O)CO3)c1	6%	14%	nt	-4%	-6%	45	nt	-12%	nt	nt	nt
CC(=O)c1cccc(NC(=O)COC(=O)CCc2ccc(S(=O)(=O)N3CCOCC3)cc2)c1	4%	6%	38%	-1%	3%	-4	1%	-1%	8%	-15%	1%
CCSc1nnc(NC(=O)CSc2nc(C)cc(C)n2)s1	14%	-13%	-7%	2%	-4%	-4	9%	-4%	-1%	-5%	3%
O=C(CCC1CCCC1)Nc1ccccc1-c1ccccc1	-5%	17%	-7%	-5%	-1%	2	?	13%	-10%	7%	-13%
Cc1cc(=O)oc2cc(OC(C)C(=O)N3CCCc4ccccc43)ccc12 (centres undefined)	?	?	44%	1%	5%	9	7%	17%	?	-1%	-2%
O=C(c1cc(-c2ccncc2)nc2ccccc12)N1CCOCC1	-1%	?	nt	-9%	3%	0	nt	8%	nt	nt	nt
Cc1ccc(/C=N/NC(=O)Cc2cccs2)o1	-9%	35%	?	10%	11%	16	35µM*	-4%	-12%	?	7%
CCOC(=O)c1cc2oc(C)cc2n1CC(=O)OC1CCCCC1	3%	-10%	-9%	-7%	1%	0	7%	8%	-13%	-5%	1%
Cc1ccc2nc(-c3ccccn3)cc(C(=O)N3CCN(c4ncccn4)CC3)c2c1	19µM*	?	4%	-1%	-1%	-12	-2%	4%	5%	5%	-1%
c1ccc(Cc2noc(CN3CCCN(C4Cc5ccccc5C4)CC3)n2)cc1	-6%	-1%	5%	-1%	0%	?	2%	-5%	-21%	14%	-4%
Cc1ccnc(NC(=O)c2ccc(NC(=O)CC3SC(N4CCCC4)=NC3=O)cc2)c1 (centres undefined)	-16%	3%	nt	15%	22%	1	nt	-1%	nt	nt	nt
COc1ccc(OCCOC(=O)CNC(=O)c2cccc(C)c2)cc1	0%	7%	nt	1%	-1%	-4	nt	-6%	nt	nt	nt
CC(C(=O)NC(=O)NC1CCCCC1)N1CCN(c2ccccn2)CC1 (centres undefined)	1%	?	25%	0%	9%	1	1%	9%	-9%	-9%	-2%
CCOc1ccc(NC(=O)CN(C)C(=O)C2CCN(C(=O)c3ccc(Cl)cc3)CC2)cc1OCC	4%	3%	nt	-1%	4%	-3	nt	-2%	nt	nt	nt
O=C(C1CCCCC1)N1CCC(CO)(Cc2ccccc2Cl)CC1	-2%	?	?	0%	1%	9	-1%	6%	-13%	-6%	2%
CCC(C)Sc1nnc(CNC(=O)C23CC4CC(CC(C4)C2)C3)n1C1CCCCC1 (centres undefined)	3%	-9%	11µM*	-3%	1%	-1	?	2%	?	-3%	-5%
O=C(CSc1nc2ccc([N+](=O)[O-])cc2[nH]1)c1ccc2ccccc2c1	-3%	-1%	-2%	-2%	2%	-17	3%	7%	?	-5%	0%
CCOC(=O)Cn1nc(NC(=O)c2ccc3c(c2)OCO3)cc1C	?	6%	6%	-1%	-4%	-21	5%	0%	nt	?	8%
O=C(COC(=O)/C=C/C(=O)N1CCN(c2ccccc2)CC1)NCc1ccc(F)cc1	?	-2%	3%	-5%	-3%	-18	-10%	-3%	3%	nt	1%
Cc1cccc(OCC(=O)N=Nc2c(O)[nH]c3ccc([N+](=O)[O-])cc23)c1	?	?	-27%	-5%	0%	11	-7%	-3%	nt	?	2%
C=CCn1cc(F)c(=O)n(CC=C)c1=O	1%	18%	11%	-4%	0%	7	3%	-3%	0%	nt	0%
Cc1nnc(NC(=O)c2c(F)cccc2F)s1	7%	28%	-15%	-4%	-1%	-4	2%	-2%	-1%	?	9%
O=C(NCCO[N+](=O)[O-])c1cccnc1	-2%	nt	-1%&-3%	-5%	-5%	8	-3%&5%	6%	7%	-4%	-11%
CCOc1ccc(NC(=O)CCC(=O)c2ccc(OC)cc2)cc1	-3%	0%	-1%	1%	-1%	-3	6%	-3%	8%	0%	0%
CCCCN(CC)Cc1ccc(CNC(=O)Nc2ccc(F)cc2)o1	1%	?	-5%	-31%[inhibitor]	-32%[inhibitor]	-2	-1%	-4%	1%	-4%	-11%
O=C(NCCc1cccc(Cl)c1)c1cccc([N+](=O)[O-])c1	-17%	?	?	0%	-6%	10	-6%	-1%	20%	43%[activator]	-3%
Cc1cc(C(=O)CSc2cccc[n+]2[O-])c(C)n1-c1ccccc1	1.7µM*	?	-32%	0.45µM*	0.45µM*	-29	-25%	5%	-14%	5%	-6%
O=C(CCN1C(=O)c2ccccc2C1=O)Nc1sc2c(c1C(=O)NCc1ccco1)CCCC2	-2%	?	-5%	-1%	14%	0	-10%	-2%	0%	55%[activator]	-13%
Cc1ccc(NC(=O)C2CC(=O)Nc3ncnn32)cc1Cl (centres undefined)	5%	8%	26%	0%	-1%	4	-6%	1%	nt	-19%	-3%

# Some of these compounds in order of molecular weight, low to high:
mol	FLuc modulator	ELG1 repair inh	RORgamma inh	NPC1 promoter act	Rab9 promoter act	KCNH2 3.1 block	VP16 counter	Mito fusion act	Menin-MLL TR inh	MBNL1-CUG inh	PKM2 activator
Cc1nnc(NC(=O)c2c(F)cccc2F)s1	7%	28%	-15%	-4%	-1%	-4	2%	-2%	-1%	?	9%
O=C(NCCc1cccc(Cl)c1)c1cccc([N+](=O)[O-])c1	-17%	?	?	0%	-6%	10	-6%	-1%	20%	43%[activator]	-3%
CCOC(=O)Cn1nc(NC(=O)c2ccc3c(c2)OCO3)cc1C	?	6%	6%	-1%	-4%	-21	5%	0%	nt	?	8%

# Source: PubChem BioAssay (National Center for Advancing Translational Sciences (NCATS))
